# MEP2-GFP yeast – alters MEP2-GFP fluorescence in TOR pathway yeast screen. GFP response vs DMSO, % at 10 µM. S. cerevisiae MEP2-GFP strain, flow cytometry GFP, 3 h; 100% = DMSO control level. 330,000 tested, 0.51% active. AID 2016;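 active = GFP response versus DMSO above a set limit, roughly screen mean plus 3 SD, cut at about 180% in these data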;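 also: median GFP fluorescence of the barcode-gated MEP2-GFP cells per well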
# CR mimetic SO – yeast age-related superoxide inhibition as caloric restriction mimetic; 330,000 tested, 0.18% active; superoxide response (% of plate mean), % at 10 µM; S. cerevisiae aged cells, superoxide DHE fluorescence; active compounds read low;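 active = superoxide response under a set limit, about three screen SD below normal, cut at about 65% in these data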;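 also: yeast aged for seven days with compound at 30 °C before DHE staining; 100% = average MFI of all compound-treated wells on the plate with controls excluded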
# AGP1 TOR yeast – yeast TOR pathway AGP1-GFP modulation; S. cerevisiae AGP1-GFP multiplex flow cytometry, 3 h; GFP as percent of DMSO wells; GFP response vs DMSO, % at 10 µM; 320,000 tested, 0.02% active;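 active = GFP response relative to DMSO above a set limit, near screen average plus 3 SD, cut at about 150% in these data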;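 also: median GFP channel fluorescence of the gated AGP1 strain per well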
# GRK2 aptamer HTS – blocks RNA aptamer binding to human GRK2; bead flow cytometry, FAM-aptamer displacement from GRK2; P25098; 330,000 tested, 0.59% active; inhibition of aptamer binding, % at 10 µM;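 active = inhibition of aptamer binding above 40%, roughly 3 SD of noise, on plates passing a quality check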;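 also: median bead fluorescence of bound FAM aptamer so fluorescent compounds give negative values; no value below 0 was filed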
# VLA-4 inh – inhibition in a human VLA-4 binding assay | P13612 | VLA-4 expressing cells, ligand binding flow cytometry | inhibition, % (about 7 µM as worked out from the volumes in the protocol) | 330,000 tested, 0.2% active | AID 2557; in the data active = inhibition above about 50%
# Target sequence (P13612 whole entry, looked up): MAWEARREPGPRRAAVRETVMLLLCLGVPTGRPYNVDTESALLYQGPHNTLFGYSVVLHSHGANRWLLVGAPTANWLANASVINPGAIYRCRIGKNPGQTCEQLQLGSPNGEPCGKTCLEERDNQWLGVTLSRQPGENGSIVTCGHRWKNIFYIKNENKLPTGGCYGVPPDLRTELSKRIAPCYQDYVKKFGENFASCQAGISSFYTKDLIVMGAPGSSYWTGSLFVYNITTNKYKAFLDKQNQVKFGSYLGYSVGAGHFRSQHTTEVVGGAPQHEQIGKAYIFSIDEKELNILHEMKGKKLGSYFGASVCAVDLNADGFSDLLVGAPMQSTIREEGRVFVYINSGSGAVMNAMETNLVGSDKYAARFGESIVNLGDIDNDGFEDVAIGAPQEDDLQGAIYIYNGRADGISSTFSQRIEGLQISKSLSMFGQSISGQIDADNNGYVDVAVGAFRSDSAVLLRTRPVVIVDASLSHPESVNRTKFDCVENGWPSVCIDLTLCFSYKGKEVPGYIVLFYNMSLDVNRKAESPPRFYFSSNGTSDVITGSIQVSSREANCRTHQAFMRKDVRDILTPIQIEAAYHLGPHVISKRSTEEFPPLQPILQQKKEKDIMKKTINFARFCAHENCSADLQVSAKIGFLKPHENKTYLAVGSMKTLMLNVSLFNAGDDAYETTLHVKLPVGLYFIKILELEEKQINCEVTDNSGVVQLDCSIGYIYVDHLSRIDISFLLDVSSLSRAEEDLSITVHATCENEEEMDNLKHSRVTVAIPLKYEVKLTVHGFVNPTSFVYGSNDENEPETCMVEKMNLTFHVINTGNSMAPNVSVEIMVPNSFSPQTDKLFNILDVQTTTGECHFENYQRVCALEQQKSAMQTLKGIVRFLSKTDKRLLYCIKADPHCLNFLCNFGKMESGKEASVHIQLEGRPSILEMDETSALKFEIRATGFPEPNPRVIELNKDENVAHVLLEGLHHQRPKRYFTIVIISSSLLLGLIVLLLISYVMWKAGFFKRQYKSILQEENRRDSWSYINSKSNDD
# CIT2-GFP yeast – modulators of TOR pathway CIT2-GFP in S. cerevisiae; S. cerevisiae CIT2-GFP strain, flow cytometry, 3 h; 100 means same as DMSO wells; GFP response vs DMSO, % at 10 µM; 320,000 tested, 0.065% active; AID 2029;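 active = GFP response relative to DMSO above a set limit, near the screen mean plus 3 SD, cut at about 150% in these data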;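 also: ratio of well median GFP fluorescence to mean of DMSO wells on the plate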
# RPL19A-GFP yeast – modulators of TOR pathway RPL19A-GFP in S. cerevisiae. S. cerevisiae RPL19A-GFP strain, flow cytometry, 3 h; active compounds read low. percent response vs DMSO, % at 10 µM. 330,000 tested, 0.3% active. AID 2025;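 active = percent response vs DMSO below 50%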;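 also: median channel GFP fluorescence of the barcoded RPL19A-GFP strain; ratio of sample median GFP to plate DMSO average so 100% = DMSO; lower means less RPL19A-GFP as with rapamycin TOR inhibition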
# LAP4-GFP MLPCN – modulators of TOR pathway LAP4-GFP in S. cerevisiae; GFP response vs DMSO, % at 10 µM; S. cerevisiae LAP4-GFP multiplex, flow cytometry GFP, 3 h; median GFP as percent of DMSO wells; 320,000 tested, 0.34% active;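 active = GFP response vs DMSO above a set limit, about the screen mean plus 3 SD, cut at about 150% in these data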
# The depositor's hits bear a star; · = not tested or not shown. Hits appear at their usual frequency. About 1.7% of those tested had a hit in this group.
SMILES,MEP2-GFP yeast,CR mimetic SO,AGP1 TOR yeast,GRK2 aptamer HTS,VLA-4 inh,CIT2-GFP yeast,RPL19A-GFP yeast,LAP4-GFP MLPCN
Cc1cc(C(=O)CSc2nnc(-c3ccccc3)n2C)c(C)n1C,90,104,101,0,0,90,95,92
C=C(C)[C@@H]1CCC2(C(=O)O)CC[C@]3(C)[C@H](CC[C@@H]4[C@@]5(C)CCC(=O)C(C)(C)[C@@H]5CC[C@]43C)[C@@H]12 (stereo partly specified),91,99,90,1,13,79,101,109
CN1CCN(c2ccc(S(=O)(=O)N3CCOCC3)cc2NC(=O)Cc2ccccc2F)CC1,104,77,115,9,10,103,111,124
COc1cccc(NC2=C(NCCO)C(=O)c3ccccc3C2=O)c1,107,149,103,1,-1,106,100,95
CC(C)c1nc2oc3c(N(C)CCO)ncnc3c2c2c1CCC2,96,105,102,2,-1,91,97,98
CCOc1ccccc1NC(=O)N1CCCC(c2nc(-c3ccc(C)o3)no2)C1 (stereo unspecified),95,93,101,2,4,99,106,95
O=C(/C=C/c1ccc(N2CCCCC2)c([N+](=O)[O-])c1)c1ccc(O)cc1,102,101,98,1,-3,86,98,129
Cc1nnc(SCC(=O)NC2CCCCCC2)n1C,106,88,99,3,0,97,101,100
O=c1/c(=C/c2ccccn2)sc2n1CN(c1ccccc1)CN=2,100,105,97,3,4,98,98,105
O=C(NCc1ccc2c(c1)OCO2)C(=O)NCC1OCCN1S(=O)(=O)c1ccc(Cl)cc1 (stereo unspecified),96,120,98,3,17,93,91,102
Cc1csc(=O)n1CC(=O)OCC(=O)N(CC(C)C)c1c(N)n(Cc2ccccc2)c(=O)[nH]c1=O,102,93,106,98*,1,97,103,104
CCn1ccc(C(=O)Oc2ccc(C(C)C)cc2)n1,101,106,95,3,10,95,95,110
Nc1ccc(C(=O)N(CCO)CCO)cc1,96,94,100,11,1,97,97,94
CCOc1ccc(N2C(=O)C3C(c4ccc(O)cc4)NC(CCSC)(C(=O)OC)C3C2=O)cc1 (stereo unspecified),99,76,102,3,9,99,100,99
Cc1ccc(C)c(OCCCCCn2ccnc2)c1,99,107,100,0,0,97,97,101
CCn1ccnc1CN(C)C(=O)C1CCC(=O)N(Cc2cccc(C(F)(F)F)c2)C1 (stereo unspecified),97,86,97,4,7,93,99,98
COc1cccc(-c2cc(C(=O)NCc3cccs3)no2)c1,111,108,94,0,12,92,83,102
CN(CC(=O)Nc1cccc(F)c1)C(=O)/C=C/c1ccc(Br)s1,103,100,106,2,4,89,98,123
Cc1ccc2oc(=O)n(Cc3ccccc3OC(C)C)c2c1,100,98,99,0,21,97,98,96
Cc1cccc(NC(=O)/C=C/c2ccc(Cl)cc2)n1,101,96,97,0,1,102,101,86
CCN(CC)CCC(c1cc(OC)c(OC)c(OC)c1)c1c(O)cc(OC)cc1OC (stereo unspecified),100,101,102,0,11,97,96,94
COc1ccccc1N(CC(=O)NCc1ccccc1)S(C)(=O)=O,115,98,107,0,1,114,104,103
COc1cc(C(=O)NNC(=O)C2CCCC2)cc(OC)c1OC,111,109,105,0,3,103,107,104
Cc1cc(C(=O)COC(=O)c2ccncc2)c(C)n1Cc1ccco1,103,92,105,0,-2,107,98,110
CC(C)CC1Nc2ccc(C(=O)NCc3ccc4c(c3)OCO4)cc2NC1=O (stereo unspecified),104,92,102,3,-1,100,99,107
Cc1nn(C)c(C(=O)Nc2ccn(Cc3c(F)c(F)cc(F)c3F)n2)c1[N+](=O)[O-],101,98,98,3,5,98,98,102
CCN(CC)S(=O)(=O)c1cccc(NC(=O)COC(=O)C2=COCCO2)c1,103,100,97,0,2,98,97,97
CC(C)[C@H](NC(=O)N1CC(=O)Nc2ccccc21)C(=O)N1CCC[C@@H]1C(=O)O,103,95,104,0,1,99,100,103
COc1cc(Cl)ccc1OCc1cc(C(=O)N[C@H]2CCCCNC2=O)no1,99,111,94,0,1,96,98,91
CCOc1ccccc1NC(=O)C1CCCN(S(=O)(=O)c2c(C)[nH]c(=O)[nH]c2=O)C1 (stereo unspecified),103,95,103,1,-2,106,104,98
Cc1cccc(N2CCN(C(=O)c3cccc(N4CCCC4=O)c3)CC2)c1C,112,99,104,0,-2,102,101,107
CN(Cc1cnn(C)c1)C(=O)c1ccc(OC2CCN(CCc3ccccc3)CC2)cc1,100,89,101,0,-6,106,103,95
FC(F)Sc1ccc(NC(=S)NC2CCCCC2)cc1,100,101,100,1,0,106,102,113
COc1ccc(NC(=S)N2CCN(C(c3ccccc3)c3ccccc3)CC2)c(OC)c1,100,87,105,0,3,99,102,102
CCC(C)NC(=O)C1c2ccccc2C(=O)N1Cc1cc(OC)ccc1OC (stereo unspecified),98,107,91,0,-1,78,90,96
c1ccc(CC2CCN(Cc3ccccn3)CC2)cc1,96,94,96,2,6,91,95,95
Cc1cc(=O)oc2cc(OCC(=O)NC3CCCCC3)c(Cl)cc12,104,116,98,0,-7,102,98,93
O=C(NNC(=O)c1ccccc1[N+](=O)[O-])c1ccccn1,100,110,96,6,20,101,99,107
CCOc1ccccc1NS(=O)(=O)c1c[nH]c(C(=O)OC)c1,106,108,97,3,-16,100,97,96
O=C(C(Cl)Cl)N1CCN(c2ccccn2)CC1,105,101,99,4,14,106,106,92
CCN1C(=O)[C@H]2[C@@H](c3ccc(-c4ccc(OC)cc4)cc3)N3CCCC[C@@]3(C(=O)OC)[C@H]2C1=O,104,104,103,2,8,99,99,101
CN(C(=O)COC(=O)COc1ccccc1Cc1ccccc1)c1ccccc1,100,111,93,0,18,95,96,102
CC(=O)NS(=O)(=O)c1ccc(NC(=O)c2ccccc2F)cc1,99,105,108,2,12,104,101,109
Cc1ccc(NC(=O)C(C)OC(=O)c2ccc(NS(=O)(=O)c3ccc(F)c(F)c3)cc2)cc1 (stereo unspecified),100,93,92,2,-15,95,101,85
O=C(Cc1ccsc1)Nc1cc(F)ccc1F,108,108,97,1,-2,104,99,93
CC1CCN(c2ncnc3ccccc23)CC1,111,96,96,0,-2,100,98,101
COc1ccc2oc(=O)c(/C(N)=N/NC(=O)c3ccncc3)cc2c1,115,98,105,3,5,114,99,104
CCN(CC(=O)Nc1ccccc1C(F)(F)F)C(=O)COc1cccc2c1OC(C)(C)C2,99,108,105,3,0,100,101,102
CC1CCCN(CCCNC(=O)c2ccc3c(c2)N(Cc2ccc(F)cc2)C(=O)c2ccccc2S3=O)C1 (stereo unspecified),114,102,104,0,3,102,99,93
CCOc1ccc2nc(N(CCN(CC)CC)C(=O)c3ccc([N+](=O)[O-])cc3)sc2c1,97,101,100,3,-8,93,97,103

# Continuation:
SMILES,MEP2-GFP yeast,CR mimetic SO,AGP1 TOR yeast,GRK2 aptamer HTS,VLA-4 inh,CIT2-GFP yeast,RPL19A-GFP yeast,LAP4-GFP MLPCN
Cc1ccc(C(=O)c2oc3ccccc3c2NC(=O)c2cc(-c3cc(C)ccc3O)n[nH]2)cc1,102,109,97,2,10,96,98,100
COc1ccc(/C=N/NC(=O)c2c(-c3ccccc3)noc2C)cc1,98,93,96,0,8,93,98,90
O=C(NNC1CC(=O)N(c2ccccc2)C1=O)c1ccccc1Cl (stereo unspecified),99,108,105,6,6,94,98,104
O=S(=O)(Nc1cccc(-c2cn3cccnc3n2)c1)c1ccc(-c2ccccc2)cc1,106,109,105,1,18,107,·,103
O=C(Cn1nc(-c2ccc(Cl)cc2)c2ccccc2c1=O)NN1CCOCC1,100,95,100,0,8,100,100,99
O=C(c1ccccc1Br)N1CCN(c2ccc([N+](=O)[O-])c(N3CCOCC3)c2)CC1,93,133,96,5,5,104,99,86
COc1cccc(N2CCN(C(=O)c3ccc(CSc4nc5ccncc5[nH]4)cc3)CC2)c1,100,96,100,0,10,104,97,104
COc1cc(C(=O)NCC(=O)OCC(=O)Nc2ncc(Cl)cc2Cl)cc(OC)c1OC,112,96,99,4,8,110,97,98
CS(=O)(=O)N1c2ccccc2[C@]2([C@@]34C[C@H]5C(=O)N[C@@H](Cc6ccccc6)C(=O)N5[C@@H]3N(S(C)(=O)=O)c3ccccc34)C[C@H]3C(=O)N[C@@H](Cc4ccccc4)C(=O)N3[C@H]12,97,105,92,0,-7,105,103,114
COC(=O)CNC(=O)Cn1nc(C)c([N+](=O)[O-])c1C,104,95,107,5,0,102,98,110
CCC(=O)/C(=C(/O)c1ccccc1)c1nc2ccccc2[nH]1,100,97,114,0,6,100,99,114
O=C(O)COc1c(F)c(F)c(C(F)(F)F)c(F)c1F,108,106,106,0,-8,109,102,107
CCc1nnc(NC(=O)CN2CCN(Cc3cccc(Cl)c3)CC2)s1,104,102,101,1,0,107,103,99
Cc1cccc(OCCCC(=O)Nc2ccc(S(N)(=O)=O)cc2)c1C,98,91,94,2,17,100,100,90
O=C(Cn1cnc2scc(-c3ccccc3)c2c1=O)N1CCOCC1,95,107,95,1,37,95,93,94
CCNC(=O)NC1c2ccccc2CSc2ccccc21 (stereo unspecified),98,93,101,4,5,100,99,111
CCC1CCC2(CC1)NNC(=S)NN2,111,97,115,0,17,105,107,106
COc1ccnc(N=CNOCc2cccc(Cl)c2Cl)c1C#N,98,102,93,3,6,86,93,95
Cc1ccc(C)c(N(CC(=O)NN=C2CCCCCCC2)S(C)(=O)=O)c1,98,107,110,3,24,96,103,107
CCN1CCCC1CNC(=O)CCc1nc(-c2ccc(C)cc2)no1 (stereo unspecified),99,85,102,0,5,103,100,91
O=C(Nc1ccccn1)C1CCN(S(=O)(=O)c2ccccc2)CC1,102,96,102,2,-3,97,100,95
CCCCC(=O)Nc1ccc(C(N)=O)cc1,104,94,98,0,7,102,95,97
Cc1ccc2oc(C(=O)NCC3CCOCC3)c(C)c2c1,97,91,95,2,1,93,99,92
Cc1nc2ccccc2c(=O)n1NC(=O)c1ccccc1Cl,106,80,112,0,-4,103,102,100
O=C(CNC(=O)c1cccc(F)c1)N/N=C/C=C/c1ccccc1,114,101,115,0,-2,111,113,119
CC(C)(/C=N/NC(=O)CSCc1ccc(Cl)cc1)CCC#N,97,95,118,3,4,102,93,119
CC(C(=O)Nc1cc(C(F)(F)F)ccc1N1CCOCC1)N1C(=O)C2CC=CCC2C1=O (stereo unspecified),110,96,101,1,6,109,102,99
CCCN(CC(=O)Nc1ccc(F)c(F)c1F)C(=O)C1=COCCO1,98,116,92,0,-7,102,94,91
CC(C)(C)c1ccc(NC(=O)c2ccccc2)c([N+](=O)[O-])c1,101,93,99,2,0,98,99,97
O=C1CNC(=O)c2c(nc3n2CCC3)N1,93,92,72,2,18,63,109,92
O=S(=O)(c1cc(Cl)ccc1Cl)n1nnc2ccccc21,95,101,93,6,24,99,93,95
O=C(CN1C(=O)CSC1=O)N1CCCCC1,107,88,106,0,-4,105,103,104
Cc1ccc(SCC(=O)OCC(=O)NCc2cccs2)cc1C,106,128,102,1,0,92,101,97

# Part of the list above, with each value named:
O=C(CNC(=O)c1cccc(F)c1)N/N=C/C=C/c1ccccc1
  MEP2-GFP yeast: 114 | CR mimetic SO: 101 | AGP1 TOR yeast: 115 | GRK2 aptamer HTS: 0 | VLA-4 inh: -2 | CIT2-GFP yeast: 111 | RPL19A-GFP yeast: 113 | LAP4-GFP MLPCN: 119

CC(C)(/C=N/NC(=O)CSCc1ccc(Cl)cc1)CCC#N
  MEP2-GFP yeast: 97 | CR mimetic SO: 95 | AGP1 TOR yeast: 118 | GRK2 aptamer HTS: 3 | VLA-4 inh: 4 | CIT2-GFP yeast: 102 | RPL19A-GFP yeast: 93 | LAP4-GFP MLPCN: 119

CC(C(=O)Nc1cc(C(F)(F)F)ccc1N1CCOCC1)N1C(=O)C2CC=CCC2C1=O (stereo unspecified)
  MEP2-GFP yeast: 110 | CR mimetic SO: 96 | AGP1 TOR yeast: 101 | GRK2 aptamer HTS: 1 | VLA-4 inh: 6 | CIT2-GFP yeast: 109 | RPL19A-GFP yeast: 102 | LAP4-GFP MLPCN: 99
